# HT1080-NT tox = kills 2HG-producing HT-1080-NT fibrosarcoma cells. HT-1080-NT fibrosarcoma viability, CellTiter-Glo ATP luminescence, 48 h. Potency, µM (series often up to 46.1 µM), for inactives: top-dose activity, negative = less viability, hits mostly cytotoxic. 360,000 compounds, 1.6% hits. AID 686970;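 note: NT is the 2HG producing partner of a matched IDH1 knockdown line; 0% = DMSO-treated cells and -100% = media-only wells without cells; nearly all actives have a fitted effect of over 55% in size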
#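 Read-out is CellTiter-Glo luminescence after 10 minutes at room temperature, following 48 hours' compound treatment of HT-1080-NT cells (750 cells/well, RPMI, 5% FBS, 37 degrees C).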
# SW480 rereplic = DNA re-replication induction in SW480 cells; SW480 DNA re-replication, Hoechst DNA content imaging, 48 h; Potency, µM (series often up to 46.1 µM), for the others: at the highest dose re-replication activation, most hits filed as activators; 340,000 compounds, 1.8% hits; AID 624297; note: % of control where 0% means no effect; nearly all actives have a fitted effect of over 55% in size
#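 Quantitative HTS format with DMSO vehicle controls; 48 hr drug incubation at 37 C, then 40 min Hoechst staining and scanning imager measurement at 405 nm excitation.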
# KB-3-1 cytotox = kills parental KB-3-1 adenocarcinoma cells. KB-3-1 viability, CellTiter-Glo ATP luminescence, 72 h. Potency, µM (doses to about 46.1 µM), for inactives: at the highest dose activity change, negative = cytotoxic, usual class: cytotoxic. AID 1347075. 400,000 compounds, 1.4% hits; note: % is set by controls: 0 for no effect and ±100 for the full control effect; nearly all actives have a fitted effect of over 60% in size
#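 Viability of parental KB-3-1 cells, measured by CellTiter-Glo luminescence, followed a 72 h incubation at 37 °C with pinned compounds in phenol-red-free DMEM containing 10% FBS.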
# GLP-1R inv ag = acts as inverse agonist at human GLP-1 receptor. P43220. HEK293 GLP-1R CRE-luciferase, luminescence, 24 h; GLP-1R form is constitutively active. Potency, µM (titrated, usually from 38.3 µM), for inactives: top-dose activity change, negative = inhibition, actives largely listed as inhibitors. 410,000 compounds, 1.6% hits. AID 624417; note: % is set by controls: 0 for no effect and ±100 for the full control effect; nearly all actives have a fitted effect of over 55% in size
# Target sequence (P43220 whole entry, looked up): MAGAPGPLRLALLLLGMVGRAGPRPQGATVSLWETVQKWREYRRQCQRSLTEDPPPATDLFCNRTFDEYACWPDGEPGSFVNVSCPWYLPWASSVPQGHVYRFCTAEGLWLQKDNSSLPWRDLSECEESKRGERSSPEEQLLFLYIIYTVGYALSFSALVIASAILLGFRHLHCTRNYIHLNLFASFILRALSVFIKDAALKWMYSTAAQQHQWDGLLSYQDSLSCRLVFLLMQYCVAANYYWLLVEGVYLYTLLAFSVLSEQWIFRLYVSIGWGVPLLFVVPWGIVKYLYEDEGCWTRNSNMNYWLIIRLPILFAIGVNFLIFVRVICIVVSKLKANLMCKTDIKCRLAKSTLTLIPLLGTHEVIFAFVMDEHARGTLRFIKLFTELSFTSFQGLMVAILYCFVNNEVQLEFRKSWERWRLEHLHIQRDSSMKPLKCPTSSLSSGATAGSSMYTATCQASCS
#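 HEK293 cells stably co-expressing a cAMP-responsive luciferase reporter and constitutively active GLP-1R were seeded, incubated 12 h, then exposed to compounds for 24 h at 37 C. Luminescence was read 12 min after detection reagent; inverse agonists lower signal.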
# GLP1R cytotox = cytotoxic in the GLP-1 receptor inverse agonist counter-screen | HEK293 cAMP-luciferase reporter cells, luminescence, 24 h | Potency, µM (highest dose often 38.3 µM), inactives show at the top dose activity change, negative = inhibition, usual class: inhibitors | 410,000 compounds, 0.13% hits | AID 624418;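 note: loss of luciferase light is scored as toxicity; % is set by controls: 0 for no effect and ±100 for the full control effect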
#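 Luminescence readout: signal drop marks cytotoxicity. Plated cells grew 12 h at 37 °C, 5% CO2, received 23 nL compound for 24 h, then got luciferase reagent, read after 12 min at RT.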
# TDP43 rescue = rescues yeast growth from TDP-43 toxicity | TDP-43 expressing yeast growth rescue, BacTiter-Glo, 24 h | Potency, µM (top dose mostly 46.1 µM), inactives show top-dose growth rescue (activation), actives largely listed as activators | 410,000 compounds, 1.8% hits; note: % of control where 0% means no effect; nearly all actives have a fitted effect of over 50% in size
#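 Cell-based yeast growth screen: TDP-43 expression induced in galactose, inoculum OD600=0.02 after raffinose pregrowth to mid-log. Read-out BacTiter-Glo luminescence at 24 hr, 30 deg C; inhibition of toxicity seen as signal increase.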
# GLP1R ag = activates the human GLP-1 receptor. P43220. HEK293 GLP-1R CRE-luciferase, luminescence, 4-6 h; cells express a hypersensitive GLP-1R form. Potency, µM (highest dose often 45.6 µM), for inactives: top-dose activation, usual class: activators. 380,000 compounds, 0.007% hits. AID 624172; note: % of control where 0% means no effect
# HT1080 IDH1KD tx = kills HT-1080 cells with IDH1 knockdown; 360,000 compounds, 2% hits; Potency, µM (titrated, usually from 46.1 µM), without a hit: at the top dose activity, negative = toxicity, usual class: cytotoxic; HT-1080 IDH1 knockdown viability, ATP luminescence, 48 h; AID 686971;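 note: 0% = DMSO wells and -100% = cell-free medium wells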
#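 Viability of IDH1-knockdown HT-1080 fibrosarcoma cells was assessed by CellTiter-Glo after 48 h at 37 °C with titrated compound; concentration-effect curves were classified by fit quality and response size.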
# KB-V1 cytotox = KB-V1 MDR subline cytotoxicity; KB-V1 MDR cells viability, CellTiter-Glo, 72 h; Potency, µM (highest dose often 46.1 µM), inactives show top-dose activity change, negative = cytotoxicity, hits mostly cytotoxic; 400,000 compounds, 3.4% hits; AID 1347076; note: % is set by controls: 0 for no effect and ±100 for the full control effect; nearly all actives have a fitted effect of over 60% in size
#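 Luminescent ATP read-out (CellTiter-Glo, 10 min) measures survival of drug-selected KB-V1 MDR cells after 72 h, 37 degrees C compound exposure. Medium: phenol-red-free DMEM, 10% FBS. Values from fitted concentration-response curves.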
# An asterisk follows results filed as active; ? = inconclusive; . = no result given; & = joins results of further samples; [ ] = dose if it differs, or a comment. Calls come from the whole dose curve; as a rule, active = well fitted curve in the direction sought with a large enough effect; inconclusive = small, poorly fitted or top-dose-only effect, or another doubt; inactive = no such curve, though single readings can be large; an effect the other way counts as inactive or inconclusive. Potency is the fitted concentration of half-maximal effect.
SMILES,HT1080-NT tox,SW480 rereplic,KB-3-1 cytotox,GLP-1R inv ag,GLP1R cytotox,TDP43 rescue,GLP1R ag,HT1080 IDH1KD tx,KB-V1 cytotox
COc1ccc(C(=O)CSc2nc3ncccc3[nH]2)cc1OC,2%,-2%,-1%,53%[activator],4%,-23%,17%,2%,-1%
COc1ccc(Sc2nc3ccccc3n3c(C(F)(F)F)nnc23)cc1,-1%,2%,2%,0%,5%,3%,-12%,14%,-26%
Cc1ccc(C(C)NC(=O)c2cc(C)oc2C)cc1 (centres undefined),11%,-6%,14%,?,-8%,-21%,6%,8%,-4%
O=C(CNS(=O)(=O)c1ccccc1)Nc1cccc([N+](=O)[O-])c1,0%,-27%,-8%,-4%,2%,2%,0%,0%,0%
CCC(C)(C)NC(=O)C(c1ccc(O)cc1)N(CCOC)C(=O)CCC(=O)Nc1nccs1 (centres undefined),9%,-14%,3%,4%,-4%,20%,2%,8%,-10%
COc1ccc(-c2c[n+]3c(n2-c2c(C)n(C)n(-c4ccccc4)c2=O)CCCCC3)cc1,7%,5%,10%,11%,-2%,-28%,0%,28%,?
O=C(Cc1ccccc1)N/N=C/c1ccc(S(=O)(=O)O)o1,4%,10%,4%,17%,3%,-2%,-5%,0%,2%
Cc1nnc(SCC(=O)N(CCC#N)c2ccc3c(c2)OCCO3)s1,9%,-10%,?,3%,-10%,15%,7%,9%,-5%
COC(=O)c1cc2c(ccn2-c2ccc(F)cc2)n1CC(C)C,16%,?,15%,-7%,22%,0%,2%,7%,-1%
CC(CCC(=O)O)C1CC[C@H]2C3CCC4CC(=O)CCC4(C)[C@H]3CC(=O)C12C (some centres undefined),-1%,-7%,6%,3%,14%,17%,-3%,6%,21%
Cc1cccc(C)c1OC1(c2ccccc2)OC(=O)c2ccccc21 (centres undefined),4%,?,5%,-25%,2%,-18%,5%,3%,-11%
O=c1cc(-c2ccccc2)nc(N2CCN(Cc3ccccc3)CC2)[nH]1,-3%,-11%,-7%,-18%,6%,1%,10%,-1%,0%
Cc1nn(Cc2ccc(Cl)cc2)c(C)c1NC(=O)c1noc2c1CCc1ccccc1-2,-18%,-2%,?,?,-22%&-4%,9%&-19%,2%,-22%,?
CC(/C=C/c1ccccc1)=N/O,10%,-5%,-3%,9%,-14%,-12%,-1%,5%,6%
CN(C)S(=O)(=O)n1cnc(-c2ccccc2)c1-c1ccccc1,-14%,-2%,-22%,-6%,7%,-1%,0%,-19%,?
Cc1c(C2(O)C(=O)Nc3ccc(F)cc32)c(=O)n(-c2ccccc2)n1C (centres undefined),19%,-18%,0%,12%,-5%,13%,-1%,23%,11%
COc1ccc(OC)c(-c2nnc3n2N=C(c2ccc(OC)c(OCC4CC4)c2)CS3)c1,.,2.3µM*,0.92µM*,.,.,.,12%,.,4.6µM*
N#C/C(=C/c1ccc(Cl)cc1Cl)c1nc2ccccc2c(=O)[nH]1,.,.,-2%,3%,8%,8%,.,.,13%
O=C(NCCCN1CCCCCC1)c1ccc(CS(=O)(=O)Cc2ccccc2F)o1,0%,-3%,11%,6%,74%[activator],-29%,1%,-3%,28%
CC(=O)c1c(C)nn(CCC(=O)O)c1C,-17%,4%,-1%,-15%,1%,16%,6%,1%,6%
Cc1ccc(NC(=O)C2CCCN(C(=O)c3ccc(Cl)cc3)C2)cc1 (centres undefined),-18%,1%,-8%,?,-7%,11%,9%,-7%,?
Cc1ccc(C2=Nn3c(COc4ccc(Cl)cc4)nnc3SC2CC(=O)O)cc1 (centres undefined),-2%,-8%,-1%,34%[activator],-11%,11%,7%,2%,13%
COc1ccc(Nc2nnc(Cc3ccc(Cl)cc3)c(=O)[nH]2)c(OC)c1,-4%,-3%,2%,-19%,20%,6%,2%,-5%,0%
CCOc1ccc(N2CC(C(=O)Nc3ccc(S(=O)(=O)NCC4CCCO4)cc3)CC2=O)cc1 (centres undefined),16%,-3%,3%,3%,9%,0%,-1%,21%,1%
O=C(Cc1n[nH]c(=O)c2ccccc12)OCC(=O)c1ccc(OC(F)F)cc1OC(F)F,-8%,-14%,-12%,-7%,-2%,-6%,3%,-2%,1%
CCCCC(C(=O)NC(C)(C)C)N(Cc1ccccc1Cl)C(=O)c1snc(C(N)=O)c1N (centres undefined),-8%,-3%,-13%,?,?,-21%,0%,-4%,-38%
O=C(COC(=O)CSc1ccc(F)cc1)NNC(=O)c1ccc([N+](=O)[O-])cc1,8%,-6%,3%,3%,-1%,9%,-1%,8%,17%
CC(C)C(C)NC(=O)COc1ncnc2ccccc12 (centres undefined),13%,-5%,12%,23%,27%,9%,0%,9%,0%
COC(=O)C1=C(C)OC(N)=C(C#N)C1c1ccsc1 (centres undefined),4%,-10%,-1%,25%,9%,-7%,-2%,-16%,0%
CC(=O)Oc1ccc(C(=O)Nc2ccc(S(=O)(=O)NCC3CCCO3)cc2)cc1 (centres undefined),-10%,-6%,0%,-26%,-4%,-6%,0%,-8%,-5%

# 6 compounds picked at random from those above:
SMILES,HT1080-NT tox,SW480 rereplic,KB-3-1 cytotox,GLP-1R inv ag,GLP1R cytotox,TDP43 rescue,GLP1R ag,HT1080 IDH1KD tx,KB-V1 cytotox
O=C(Cc1n[nH]c(=O)c2ccccc12)OCC(=O)c1ccc(OC(F)F)cc1OC(F)F,-8%,-14%,-12%,-7%,-2%,-6%,3%,-2%,1%
O=C(COC(=O)CSc1ccc(F)cc1)NNC(=O)c1ccc([N+](=O)[O-])cc1,8%,-6%,3%,3%,-1%,9%,-1%,8%,17%
CCCCC(C(=O)NC(C)(C)C)N(Cc1ccccc1Cl)C(=O)c1snc(C(N)=O)c1N (centres undefined),-8%,-3%,-13%,?,?,-21%,0%,-4%,-38%
CCOc1ccc(N2CC(C(=O)Nc3ccc(S(=O)(=O)NCC4CCCO4)cc3)CC2=O)cc1 (centres undefined),16%,-3%,3%,3%,9%,0%,-1%,21%,1%
Cc1ccc(NC(=O)C2CCCN(C(=O)c3ccc(Cl)cc3)C2)cc1 (centres undefined),-18%,1%,-8%,?,-7%,11%,9%,-7%,?
COc1ccc(Nc2nnc(Cc3ccc(Cl)cc3)c(=O)[nH]2)c(OC)c1,-4%,-3%,2%,-19%,20%,6%,2%,-5%,0%

# Part of the list above, with two lines to a compound:
# Order of values: HT1080-NT tox, SW480 rereplic, KB-3-1 cytotox, GLP-1R inv ag, GLP1R cytotox, TDP43 rescue, GLP1R ag, HT1080 IDH1KD tx, KB-V1 cytotox
- COc1ccc(Nc2nnc(Cc3ccc(Cl)cc3)c(=O)[nH]2)c(OC)c1
  -4%, -3%, 2%, -19%, 20%, 6%, 2%, -5%, 0%
- O=C(Cc1n[nH]c(=O)c2ccccc12)OCC(=O)c1ccc(OC(F)F)cc1OC(F)F
  -8%, -14%, -12%, -7%, -2%, -6%, 3%, -2%, 1%

# Next part.
SMILES,HT1080-NT tox,SW480 rereplic,KB-3-1 cytotox,GLP-1R inv ag,GLP1R cytotox,TDP43 rescue,GLP1R ag,HT1080 IDH1KD tx,KB-V1 cytotox
Cc1noc(C)c1-c1nc(CS(=O)(=O)c2ccc(Cl)cc2)no1,12%,-1%,7%,6%,17%,0%,11%,2%,-6%
COc1ccc2c(c1)CCN(C(=O)CCl)C2C1C(=O)CCCC1=O (centres undefined),13%,-8%,4%,4%,8%,15%,-1%,15%,7%
Cc1cccc(-n2c(SCC(=O)NCc3ccc4c(c3)OCO4)nc3ccccc3c2=O)c1,6%,?,10%,?,-33%,-1%,0%,3%,5%
CCOC(=O)N1CCC(NC(=O)c2cc3cc4cc(OC)ccc4nc3o2)CC1,-5%,-5%,0%,1%,-1%,-6%,-9%,-27%,0%
CCOc1ccc(NC(=O)CSc2nc3c(c(=O)[nH]2)CCCC3)cc1,.,.,10%,8%,13%,6%,.,.,?
CCc1ccc(N(CC(=O)NCc2cccnc2)S(=O)(=O)c2ccccc2)cc1,-4%,13%,0%,-17%,4%,-17%,-3%,-2%,10%
NNC(=O)c1sccc1OCc1ccc(Cl)cc1Cl,-22%,-1%,-1%,-26%[7.66 µM],19%[7.66 µM],18%[9.22 µM],12%,?,17%
C[C@H]1O[C@@H](n2cc(F)c(=O)[nH]c2=O)[C@H](O)[C@@H]1O,-14%,13%&-4%,0%,4%,0%,15%,2%&-5%,-25%,-4%
CCCSc1ncnc2sc(C)c(C)c12,-1%,-21%,1%,-19%,6%,0%,2%,3%,7%
Cc1cc(C)c([N+](=O)[O-])cc1NCC(=O)N1CCN(c2ccccc2)CC1,-12%,3%,0%,14%,0%,19%,-3%,1%,6%
COc1cc(C(c2c(C)[nH][nH]c2=O)c2c(C)[nH][nH]c2=O)ccc1OS(=O)(=O)c1ccc(C)cc1,-7%,-3%,-4%,-10%,2%,4%,-7%,0%,-5%
CC(=O)c1cc(C(=O)Nc2ccc(C(=O)O)cc2)oc1C,11%,-7%,2%,1%,0%,3%,-12%,4%,-7%
CC(Oc1ccc(F)cc1)c1ccnc2nc(/N=C/N(C)C)nn12 (centres undefined),4%,-14%,9%,12%,7%,-4%,16%,2%,4%
O=C(Nc1nnc(C2CC2)s1)c1ccco1,4%,-4%,-2%,14%,-1%,-5%,0%,2%,4%
COc1ccc(S(=O)(=O)N(C)CC(=O)NC2CCCC2)cc1Cl,7%,-4%,-2%,-8%,-8%,26%,0%,-5%[9.24 µM],?

# Molecules listed so far that have a nitro group on carbon (3):
SMILES,HT1080-NT tox,SW480 rereplic,KB-3-1 cytotox,GLP-1R inv ag,GLP1R cytotox,TDP43 rescue,GLP1R ag,HT1080 IDH1KD tx,KB-V1 cytotox
O=C(CNS(=O)(=O)c1ccccc1)Nc1cccc([N+](=O)[O-])c1,0%,-27%,-8%,-4%,2%,2%,0%,0%,0%
O=C(COC(=O)CSc1ccc(F)cc1)NNC(=O)c1ccc([N+](=O)[O-])cc1,8%,-6%,3%,3%,-1%,9%,-1%,8%,17%
Cc1cc(C)c([N+](=O)[O-])cc1NCC(=O)N1CCN(c2ccccc2)CC1,-12%,3%,0%,14%,0%,19%,-3%,1%,6%

# Source: PubChem (National Center for Advancing Translational Sciences (NCATS))
